Bioassay records (PubChem BioAssay)
USP1 inh = blocks the human USP1/UAF1 deubiquitinase complex | O94782 | recombinant USP1/UAF1, Ub-Rhodamine cleavage fluorescence | Potency, µM (highest dose often 57.1 µM), without a hit: at the top dose activity change, negative = inhibition, usual class: inhibitors | actives 0.23% (n = 390,000) | AID 743255; further: potency means the concentration at half of the fitted maximal effect; on the % scale 0 is the no-effect control and ±100 the full control effect; nearly all actives have a fitted effect of over 60% in size; inactives centre near -12
Target sequence (O94782 whole entry, looked up): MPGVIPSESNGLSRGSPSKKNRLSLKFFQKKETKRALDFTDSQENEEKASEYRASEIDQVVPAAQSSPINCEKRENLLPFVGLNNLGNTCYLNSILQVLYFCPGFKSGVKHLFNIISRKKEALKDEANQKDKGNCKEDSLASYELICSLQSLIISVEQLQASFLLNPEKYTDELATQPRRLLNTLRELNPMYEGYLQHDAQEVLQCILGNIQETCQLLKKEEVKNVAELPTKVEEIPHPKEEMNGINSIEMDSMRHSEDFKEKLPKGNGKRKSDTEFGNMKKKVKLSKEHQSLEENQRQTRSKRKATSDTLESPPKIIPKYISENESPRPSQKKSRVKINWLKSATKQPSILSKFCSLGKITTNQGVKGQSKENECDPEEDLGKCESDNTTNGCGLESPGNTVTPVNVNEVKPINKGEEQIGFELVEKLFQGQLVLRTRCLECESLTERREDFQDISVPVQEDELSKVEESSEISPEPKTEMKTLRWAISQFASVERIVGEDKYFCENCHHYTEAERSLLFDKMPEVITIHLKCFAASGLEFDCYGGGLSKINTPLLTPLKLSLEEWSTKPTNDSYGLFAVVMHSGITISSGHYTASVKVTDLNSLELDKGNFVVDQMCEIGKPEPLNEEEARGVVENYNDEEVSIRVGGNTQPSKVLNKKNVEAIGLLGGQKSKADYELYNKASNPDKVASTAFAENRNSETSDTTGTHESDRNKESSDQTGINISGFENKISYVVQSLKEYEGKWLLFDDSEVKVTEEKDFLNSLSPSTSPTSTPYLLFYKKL
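USP1/UAF1 complex at 1 nM was preincubated with compound for 15 min at room temperature, then Ub-Rho substrate (150nM final) was added. Fluorescence (480/540 nm) was read kinetically, 6 reads every 60 seconds.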
PI4K2A inh = PI4K2A (human) kinase inhibition. Q9BTU6. purified PI4K2A, ADP-Glo luminescence, 1 h; hits give low values. activity change, negative = inhibition, % at 76.9 µM. actives 0.13% (n = 420,000). AID 1346378; in the data active means activity change below about -50%; inconclusive means mostly about -30% to -49%;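 further: -100% = wells without enzyme as full effect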
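PI4K2A activity was measured by ADP-Glo luminescence: enzyme (4 ug/mL stock) and phosphatidylinositol (1.2 mM stock) in Tris pH 7.5/MgCl2/EGTA/Triton X-100 buffer were reacted with ATP (300 microM stock) for one hour at ambient temperature.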
TrxR1 substrate = rat thioredoxin reductase 1 substrate activity; O89049; purified TrxR1 substrate turnover, NADPH consumption readout; Potency, µM (titrated, usually from 114 µM), without a hit: at the highest dose activity change, negative = substrate turnover; actives 0.01% (n = 390,000); AID 588456; further: potency means the concentration at half of the fitted maximal effect; on the % scale 0 is the no-effect control and ±100 the full control effect; nearly all actives have a fitted effect of over 50% in size
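Rat TrxR1, dispensed at 90 nM, was prereduced with 400 uM NADPH (final) for 5 min at ~22 deg C, then incubated with compound 15 min before 400 uM selenite. A first-read NADPH fluorescence drop versus no-compound background flagged substrates.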
TrxR1 inh = rat TrxR1 inhibition; recombinant rTrxR1, NADPH fluorescence consumption, selenite substrate; Potency, µM (highest dose often 114 µM), inactives show top-dose activity change, negative = inhibition, hits mostly inhibitors; actives 1% (n = 390,000); AID 588453; further: potency means the concentration at half of the fitted maximal effect; on the % scale 0 is the no-effect control and ±100 the full control effect; nearly all actives have a fitted effect of over 65% in size
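Rat TrxR1 (90 nM in the dispensed reagent) was pre-reduced with 400 uM NADPH for 5 min at room temperature, then incubated with compound for 15 min. After 400 uM selenite was added, NADPH fluorescence (Ex 340/Em 450 nm) was followed for 8 min.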
D2 antag = antagonists of human D2 dopamine receptor; P14416; HEK293 TREx D2 cells, calcium flux, dopamine EC80; inhibition, % at 10 µM; actives 2% (n = 340,000); AID 485344; in the data active means inhibition above about 30%; further: 0% is about no effect
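In this primary screen, negative modulation is detected by tracking calcium flux after an EC80 dopamine challenge in inducible HEK293 T-REx D2 cells preexposed to test compound for 180 s.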
IDH1 R132H inh = inhibitors of human mutant IDH1 R132H; O75874; IDH1-R132H enzyme, NADPH consumption, diaphorase/resazurin fluorescence; Potency, µM (top dose mostly 76.6 µM), without a hit: at the highest dose activity change, negative = inhibition, actives largely listed as inhibitors; actives 0.093% (n = 390,000); AID 602179; further: potency means the concentration at half of the fitted maximal effect; on the % scale 0 is the no-effect control and ±100 the full control effect; nearly all actives have a fitted effect of over 65% in size
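IDH1-R132H (0.5 ug/mL) preincubated 30 min with compound, then NADPH (0.016 mM) and alpha-KG (2 mM) added; 80 min at RT, pH 7.5. Remaining NADPH coupled via diaphorase/resazurin to fluorescence (540/590 nm); concentration-response curves normalized to no-enzyme control.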
TRHR PAM = TRH receptor (human) allosteric enhancement. P34981. TRHR cells, fluo-8 calcium fluorescence, EC20 TRH enhancement. enhancement, % at 2 µM. actives 0.66% (n = 360,000). AID 493056; in the data active means enhancement above about 30%; further: 0% is about no effect
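Enhancer read-out: after compound pinning and an initial kinetic agonist-mode read, an EC20 of TRH (10 nM final) was injected and fluo-8 calcium signal (Ex 480/Em 530) followed at 1 s/cycle for 100 cycles in TRHR-expressing cells.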
TRHR ag = TRH receptor (human) agonism; P34981; TRHR cells, calcium flux fluo-8, FDSS agonist mode; activation, % at 2 µM; actives 0.18% (n = 360,000); AID 493084; in the data active means activation above about 30%; further: 0% is about no effect
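In this calcium-flux screen, cells bearing human TRHR are dye-loaded with fluo-8, baselined for 10 cycles, then exposed to library compounds; positive kinetic calcium responses during the agonist phase mark hits, with TRH as control.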
D2 agonist = activates the human D2 dopamine receptor; P14416; HEK293 T-REx D2 cells, calcium flux agonist mode; activation, % at 2 µM; actives 0.53% (n = 340,000); AID 485358;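 active means activation over 3 SD above normal in the single-dose calcium agonist read, cut at about 30% in these data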; further: 0% is about no effect
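Agonism is scored from calcium flux in a force-coupled, inducible HEK293 cell line expressing D2, read kinetically for 180 s after compound addition against dopamine controls.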
* marks the source's active call; other numbers are inactive results; ? = inconclusive; nt = no result given; [ ] = remark or other dose. Unless noted, the call rests on the fitted dose curve; in most records, active means well fitted inhibition curve with a large enough effect; inconclusive means small, poorly fitted or top-dose-only effect; inactive means no such curve, though single readings can be large or run the other way.

SMILES	USP1 inh	PI4K2A inh	TrxR1 substrate	TrxR1 inh	D2 antag	IDH1 R132H inh	TRHR PAM	TRHR ag	D2 agonist
CS(=O)(=O)c1ncc(N(Cc2ccco2)Cc2cccs2)c(C(=O)Nc2ccccc2F)n1	-18.6%	-1.1	6.5%	17.7%	nt	0.0%	-7.5	0.6	-2.1
CCS(=O)(=O)c1ccc(O)c(NC(=O)COc2ccccc2)c1	-14.8%	-4.2	-5.1%	-4.3%	-12.5	3.1%	15.7	0.3	-0.1
O=C(NOCc1ccccc1)c1ccc([N+](=O)[O-])cc1	-14.6%	1.0	-9.5%	-9.7%	13.1	1.5%	-7.2	-0.3	-1.1
C[C@H](CO)N1C[C@H](C)[C@@H](CN(C)S(=O)(=O)c2cccs2)Oc2c(NS(=O)(=O)c3ccccc3)cccc2C1=O	-25.8%	-1.5	-2.6%	-18.8%	nt	17.1%	nt	nt	nt
COc1ccc(CCn2c(-c3cccc([N+](=O)[O-])c3)nc3nc4ccccc4nc32)cc1	?	2.2	8.3%	32.2%	nt	-15.8%	nt	nt	nt
Cc1ccc(-n2nnnc2SCC(=O)N2CCCCC2)cc1	-12.3%	0.5	7.8%	24.2%	-11.9	4.5%	0.9	-0.2	0.2
CCCCC(CC)C(=O)O (stereo unspecified)	-1.0%	-4.5	9.1%	22.7%	nt	25.9%	nt	nt	nt
Cc1ccc(-c2cc(Cc3ccncc3)c(=O)[nH]n2)cc1	-16.2%	0.5	2.3%[57.1 µM]	13.1%[57.1 µM]	-3.7	3.5%	-2.9	0.0	-0.6
CCc1nnc(NC(=O)CSc2nc3c(cc2C#N)CCCC3)s1	-20.8%	5.3	11.4%	13.4%	-8.1	2.6%	6.4	0.0	0.1
COc1ccc(-c2nc(NC(=O)CCNC(=O)c3ccco3)sc2C)cc1	-9.5%	4.4	-4.3%	15.2%	-1.7	-0.9%	0.7	-0.2	0.6
COC(=O)C1C(c2ccc(OC)c(OC)c2)NC(c2ccc(OC)c(OC)c2)C(C(=O)OC)S1(=O)=O (stereo unspecified)	3.0%	0.7	4.4%	?	-12.9	0.0%	3.9	-0.3	-0.5
CCC(C(=O)N1CCOCC1)n1nc(C)c2sc3ccccc3c2c1=O (stereo unspecified)	-17.1%	-6.1	10.8%	33.7%[activator]	-13.1	8.7%	0.1	0.3	14.0

In a second layout: results already given.
compound | USP1 inh | PI4K2A inh | TrxR1 substrate | TrxR1 inh | D2 antag | IDH1 R132H inh | TRHR PAM | TRHR ag | D2 agonist
CCc1nnc(NC(=O)CSc2nc3c(cc2C#N)CCCC3)s1 | -20.8% | 5.3 | 11.4% | 13.4% | -8.1 | 2.6% | 6.4 | 0.0 | 0.1
COc1ccc(-c2nc(NC(=O)CCNC(=O)c3ccco3)sc2C)cc1 | -9.5% | 4.4 | -4.3% | 15.2% | -1.7 | -0.9% | 0.7 | -0.2 | 0.6

Next section.
SMILES	USP1 inh	PI4K2A inh	TrxR1 substrate	TrxR1 inh	D2 antag	IDH1 R132H inh	TRHR PAM	TRHR ag	D2 agonist
CCCC1(C)C(C#N)C(=O)NC(=O)C1C#N (stereo unspecified)	3.9%	-0.6	-5.4%[57.1 µM]	8.5%[2.29 µM]	nt	4.9%	nt	nt	nt
Nc1nnc(SC2CC(=O)N(c3ccccc3)C2=O)s1 (stereo unspecified)	-3.9%	4.2	-6.4%	28.2µM*	-2.3	3.8%	-2.4	0.1	0.1
CCN(CC(=O)Nc1ccc(OC)cc1)CC(=O)Nc1ccc2c(c1)OCO2	-4.5%	8.0	-5.1%	-1.2%	13.1	7.5%	2.4	-0.5	0.0
CC(=O)Oc1ccc(C(=O)NC(C)CCc2ccccc2)cc1 (stereo unspecified)	-0.9%	-1.6	-5.7%	8.4%	-11.5	-5.7%	-4.4	-0.4	-1.2
CCCOc1ccc(C(=O)Nc2cc(S(=O)(=O)N3CCOCC3)ccc2N2CCOCC2)cc1	-17.4%	3.9	-3.8%	24.5%	5.1	6.2%	-5.1	-0.2	0.4
CCNC(=O)COC(=O)/C=C/c1c(C)nn(Cc2cccc(OC)c2)c1Cl	-15.3%	-1.1	-6.9%	0.3%[57.1 µM]	16.1	3.0%	2.7	-0.6	-0.8
Cc1ccc(S(=O)(=O)N2CCN(C(=S)NCC3CCCO3)CC2)cc1 (stereo unspecified)	-22.5%	-1.6	-3.9%	-1.7%	-7.8	7.6%	-4.2	0.0	-0.1
Cc1ccc(OCc2cc(C(=O)N3CCc4sccc4C3)no2)cc1C	-4.6%	0.4	-0.2%	4.9%	-15.6	-1.8%	-11.6	0.7	0.4
CC(C)Cn1c(SCC(=O)Nc2ccc(Cl)cc2F)nc(O)cc1=O	-0.7%	1.3	12.1%[57.1 µM]	9.1%[57.1 µM]	nt	0.0%	nt	nt	nt
CCCCN(C(=O)c1ccc2c(c1)NC(=O)CS2)c1ccccc1	-23.3%	5.2	-3.0%	5.5%	10.8	10.3%	-3.0	0.5	-0.7
COCc1ccc(C(=O)NC2CCCN(Cc3ccccc3F)C2)o1 (stereo unspecified)	-10.2%	0.1	8.1%	15.4%	4.1	3.6%	7.9	1.5	0.7
CC(C)(C)n1nnnc1C(c1cccnc1)N1CCN(C(=O)c2ccco2)CC1 (stereo unspecified)	-3.5%	3.9	5.8%	-3.4%	5.7	5.6%	1.5	-0.5	0.1
CN(C)CCCNC(=O)CC1C[C@H](C(=O)N2CCOCC2)[C@@]2(CCC3CCCC3)c3[nH]c4ccccc4c3CCN2C1=O (stereo partly specified)	-3.2%	4.5	-1.2%	12.9%	nt	0.0%	nt	nt	nt
COc1ccc(OC)c(C(=O)CSc2nc3cccnc3n2C)c1	-5.8%	1.5	1.1%	9.0%	27.4	-4.8%	-3.6	-0.8	1.6
COc1ccc(CN(C2CCCC2)S(=O)(=O)c2ccc(-n3cnnn3)cc2)cc1OC	-17.4%	-4.8	1.9%	14.0%	-8.1	4.2%	2.7	0.2	0.7
CCOc1ccccc1C1C(C(=O)OC)=C(N)OC2=C1C(=O)CCC2 (stereo unspecified)	4.0%	1.4	-5.4%[57.1 µM]	11.6%	0.7	3.1%	16.5	-0.2	0.0
Cc1cc(C)cc(N(CC(=O)NC2CCCC2)C(=O)CCC(=O)Nc2cc(C)ccn2)c1	-13.5%	-21.3	3.1%	20.8%[0.457 µM]	-13.4	10.2%	-3.2	0.0	0.4
c1cncc(-c2nc(NCCCN3CCOCC3)c3c4c(sc3n2)CCC4)c1	-7.0%	-1.4	27.9%[57.1 µM]	11.8%[57.1 µM]	-2.2	-2.5%	3.4	-0.3	0.1
CC1CCN(S(=O)(=O)c2ccc(NC(=O)Cc3ccc(S(=O)(=O)N4CCOCC4)s3)cc2)CC1	-21.3%	0.8	-3.7%	10.1%	5.1	0.2%	13.4	0.6	0.1
C/C(=C\C(=O)c1ncc(C(F)(F)F)cc1Cl)N(C)C	-27.1%	1.3	2.9%	?	-10.0	-3.7%	-4.8	0.1	0.9
COc1ccc(-c2nc3c(C#N)c[nH]n3c2NC2CCCC2)cc1	?	-0.8	1.8%	7.8%	nt	-25.4%	-4.5	-0.6	nt
COC(=O)N/N=C/c1cn(CCCOc2ccccc2)c2ccccc12	-6.8%	0.7	-7.1%	11.2%	21.7	5.0%	-3.7	-0.4	0.2
CCN(CC)C(=O)CSc1nc(-c2ccc(C)cc2)nc2c1Cc1c(CO)cnc(C)c1O2	-7.7%	-6.0	-4.6%	20µM*	nt	22.8%	-5.0	0.7	0.8
CC(C(=O)Nc1ccc(S(=O)(=O)N2CCCC2)cc1)N(C)Cc1ccc(F)cc1 (stereo unspecified)	-8.0%	-9.2	-5.9%	1.8%	-65.3	-2.9%	-2.2	-0.1	-0.5
COc1ccc(-c2csc(NC(=O)C3COc4ccccc4O3)n2)cc1OC (stereo unspecified)	-23.3%	2.1	1.4%[57.1 µM]	8.4%[57.1 µM]	5.5	2.7%	1.8	-0.6	0.2
CCOC(=O)N1CCN(C(=O)c2ccc(S(=O)(=O)Nc3ccccc3)cc2)CC1	-9.2%	2.8	-8.8%	-16.4%	nt	2.0%	nt	nt	nt
CCCc1cc(=O)n2[nH]c(Cc3ccccc3)nc2n1	-17.4%	7.7	12.1%[57.1 µM]	16.6%[57.1 µM]	7.0	4.8%	20.4	0.2	-0.9
O=C(COc1ccc(F)cc1)Nc1ccccc1OCc1cc(=O)n2ccccc2n1	?	3.3	0.5%[57.1 µM]	24.4%[57.1 µM]	nt	-12.7%	4.5	0.6	nt
CCOC(=O)c1ccc(NC(=S)N(CCCN2CCN(CC)CC2)Cc2cccs2)cc1	-12.9%	-0.4	-4.2%	-1.5%	2.3	-6.5%	5.8	-0.1	-9.0
O=[N+]([O-])c1cccc(S(=O)(=O)/N=C(/Nc2ccccc2)c2ccccc2)c1	-11.7%	-2.5	-3.2%	-2.1%	nt	1.2%	nt	nt	nt
CNC(=S)N(CCc1c(C)[nH]c2ccc(F)cc12)Cc1ccco1	-18.5%	-3.3	-9.4%	-0.6%	-18.9	-9.1%	2.3	-0.6	0.6
O=C(NCC(c1ccco1)N1CCN(c2ccc(F)cc2)CC1)c1ccc2c(c1)OCO2 (stereo unspecified)	-18.1%	-2.3	2.2%[57.1 µM]	2.3%[57.1 µM]	-20.9	-7.2%	7.7	-0.3	-0.3
Cc1noc(C)c1S(=O)(=O)N1CCC(C(=O)NC2CCCc3ccccc32)CC1 (stereo unspecified)	-17.1%	-0.2	-1.1%[57.1 µM]	3.5%[57.1 µM]	26.3	2.8%	12.6	-0.9	0.0
Cc1c(NC(=O)C(C)OC(=O)c2sc3ccccc3c2Cl)c(=O)n(-c2ccccc2)n1C (stereo unspecified)	-14.5%	0.9	-8.1%	-12.7%	3.6	5.5%	3.1	-0.4	-0.2
O=C(OCC1CC(c2ccccc2)=NO1)c1ccco1 (stereo unspecified)	-9.0%	-0.7	-1.0%	0.9%	13.0	10.4%	5.0	0.3	-0.9
COCCNc1nc2c(c(=O)[nH]c(=O)n2C)n1CCCc1ccccc1	-26.0%	1.0	-8.5%	17.9%[57.1 µM]	5.1	4.9%	-6.3	0.3	1.6
COc1ccc(Cl)cc1S(=O)(=O)N(C)CC(=O)N1CCCC1	-18.4%	-2.9	0.7%	15.9%	-9.4	3.0%	2.2	0.1	0.1
